Screening data from PubChem BioAssay.
NPSR antag: neuropeptide S receptor (human) antagonism, cAMP | actives 1% (n = 220,000) | Q6W5P4 | Potency, µM (titrated, usually from 38.3 µM), inactives show top-dose activity change, negative = inhibition, most hits filed as inhibitors | CHO-NPSR cells, cAMP TR-FRET, antagonist mode; further: potency means the concentration at half of the fitted maximal effect; on the % scale 0 is the no-effect control and ±100 the full control effect; nearly all actives have a fitted effect of over 50% in size; many of its hits are not listed in these tables
CBFb RUNX1 block: blocks binding between human CBF-beta and RUNX1. 230,000 tested, under 10 active. AlphaScreen CBFb-His/RUNX1-biotin binding, biochemical. Q01196+Q13951. Potency, µM (doses to about 59.8 µM), for the others: at the highest dose activity, negative = inhibition, hits mostly inhibitors; further: % of control where 0% means no effect
Target sequence (Q01196 whole entry, looked up): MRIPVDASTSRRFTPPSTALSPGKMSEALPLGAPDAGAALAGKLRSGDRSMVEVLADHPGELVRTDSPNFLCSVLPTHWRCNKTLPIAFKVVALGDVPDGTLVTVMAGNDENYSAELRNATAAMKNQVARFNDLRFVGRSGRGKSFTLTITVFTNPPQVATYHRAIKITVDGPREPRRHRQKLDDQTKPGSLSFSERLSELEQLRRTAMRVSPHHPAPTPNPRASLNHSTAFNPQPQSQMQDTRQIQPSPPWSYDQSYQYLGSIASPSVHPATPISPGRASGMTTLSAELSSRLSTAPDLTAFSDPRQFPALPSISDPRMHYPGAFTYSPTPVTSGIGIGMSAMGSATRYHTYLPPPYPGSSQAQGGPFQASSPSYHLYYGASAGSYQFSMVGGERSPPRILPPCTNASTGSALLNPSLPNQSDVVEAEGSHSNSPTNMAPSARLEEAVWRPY
Target sequence (Q13951 whole entry, looked up): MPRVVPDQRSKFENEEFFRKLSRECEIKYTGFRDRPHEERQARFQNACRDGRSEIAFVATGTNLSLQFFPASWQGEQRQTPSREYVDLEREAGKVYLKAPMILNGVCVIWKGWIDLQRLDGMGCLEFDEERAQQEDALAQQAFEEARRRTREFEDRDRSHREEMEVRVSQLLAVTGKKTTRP
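Interaction loss through any mechanism counts as activity. Pre-formed complex of His-CBF-beta and biotin-RUNX1 (30 nM apiece) is incubated with compound 15 min, then with 50 ng nickel and 50 ng streptavidin beads for 90 min before AlphaScreen detection.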
IMPase Li inh: membrane-permeable IMPase blocker, potentiated with lithium | AID 1457 | CHO-M1 cells, IP1 TR-FRET (IP-One), carbachol + lithium | Potency, µM (series often up to 59.4 µM), without a hit: at the top dose activity, negative = IMPase inhibition, most hits filed as inhibitors | actives 0.35% (n = 210,000);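 further: IP1 builds up when IMPase is blocked and the TR-FRET signal falls; potency means the concentration at half of the fitted maximal effect; plate controls were basal vehicle for no effect and high inhibitor control for full effect; nearly all actives have a fitted effect of over 50% in size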
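Readout is a homogeneous TR-FRET IP1 immunoassay (Ex 320, Em 665 and 620), where raised cytosolic IP1 lowers signal. Cells were CHO-M1 treated 30 min at 37C with test compounds plus a little lithium; AC50 values came from Hill-equation fitting.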
Epigenetic derep: regulators of epigenetic silencing causing reporter derepression in mouse cells; Potency, µM (highest dose often 53.9 µM), inactives show at the highest dose GFP activation, most hits filed as activators; murine LDR cells, GFP reporter derepression, 30 h; AID 1865; actives 0.2% (n = 280,000); further: potency means the concentration at half of the fitted maximal effect; % of control where 0% means no effect; nearly all actives have a fitted effect of over 60% in size
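In this reporter-derepression format, murine cells bearing a silenced integrated CMV-GFP locus incubate with test compound (30 h, 37 C), then are washed and imaged; fluorescent objects of 20–120 um count as induced cells.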
Luc counter: blocks Kinase-Glo luciferase, a counter-screen artifact; Potency, µM (highest dose often 38.3 µM), without a hit: top-dose activity change, negative = inhibition, hits mostly inhibitors; Q27757; Kinase-Glo luciferase, ATP luminescence, 8 min; actives 0.28% (n = 200,000); AID 1379; further: potency means the concentration at half of the fitted maximal effect; on the % scale 0 is the no-effect control and ±100 the full control effect; nearly all actives have a fitted effect of over 60% in size
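Recombinant Kinase-Glo luciferase, 10 uM ATP (linear range), luciferin; imidazole pH 7.2 / KCl / MgCl2 / Tween / BSA buffer; 8 min RT; luminescence.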
LMNA splice mod: modulators of lamin A splicing; AID 1487; Potency, µM (top dose mostly 46.1 µM), inactives show top-dose ratio change, negative = inhibition, most hits filed as inhibitors; HeLa LMNA splicing GFP/RFP minigene ratio, 48 h; actives 0.01% (n = 200,000); active means well fitted inhibition curve with a large enough effect in the signal ratio, with a control signal flat, not every such curve was filed as active; inconclusive means small, poorly fitted or top-dose-only effect, or effect the other way, or a change in a side signal; the % refers to the signal ratio; further: potency means the concentration at half of the fitted maximal effect; on the % scale 0 is the no-effect control and ±100 the full control effect
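S3 HeLa cells stably expressing lamin A-EGFP splicing minigene plus DsRed2, 600 cells/well, 48 h compound exposure at 37C. Laser-scanning cytometry; analysed as GFP (500-530 nm)/RFP (575-640 nm) total intensity ratio; 0.5% DMSO vehicle.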
aGal spleen mod: inhibits or activates alpha-galactosidase in human spleen homogenate; P06280; human spleen homogenate, 4MU-alpha-Gal fluorescence, 40 min; Potency, µM (top dose mostly 80 µM), for inactives: at the highest dose activity change, negative = inhibition, hits mostly inhibitors; actives 0.008% (n = 240,000); AID 2107;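 further: potency means the concentration at half of the fitted maximal effect; 0% = enzyme with vehicle and -100% = no enzyme basal signal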
Target sequence (P06280 32-429 limits assumed): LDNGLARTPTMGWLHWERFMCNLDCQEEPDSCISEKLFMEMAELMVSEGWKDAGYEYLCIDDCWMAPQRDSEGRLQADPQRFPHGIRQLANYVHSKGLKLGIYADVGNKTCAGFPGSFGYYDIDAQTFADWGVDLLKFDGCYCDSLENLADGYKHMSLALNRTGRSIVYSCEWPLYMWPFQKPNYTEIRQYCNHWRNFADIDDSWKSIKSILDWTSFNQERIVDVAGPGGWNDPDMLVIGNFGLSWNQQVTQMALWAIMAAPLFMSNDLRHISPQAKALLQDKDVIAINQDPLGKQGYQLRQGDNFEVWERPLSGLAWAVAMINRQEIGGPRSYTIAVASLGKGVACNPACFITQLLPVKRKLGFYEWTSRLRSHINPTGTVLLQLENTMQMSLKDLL
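Fluorogenic readout (Ex 365/Em 440 nm) of 4-methylumbelliferone released from 1 mM 4-MU-alpha-galactoside by spleen homogenate, 40 min at 37C, pH 5.0. Data normalized to no-enzyme and enzyme controls; Hill-equation AC50 from compound titrations.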
* hit, by the source's call; u = inconclusive; x = not tested or not shown; & = joins results of further samples; [ ] = dose if it differs, or a comment. Unless noted, the call rests on the fitted dose curve; in most records, active means well fitted curve in the direction sought with a large enough effect; inconclusive means small, poorly fitted or top-dose-only effect, or another doubt; inactive means no such curve, though single readings can be large; an effect the other way counts as inactive or inconclusive. These rows are one share of the data. The share of hits here may be higher or lower than overall.

Value order: NPSR antag, CBFb RUNX1 block, IMPase Li inh, Epigenetic derep, Luc counter, LMNA splice mod, aGal spleen mod
CCC(Sc1nc2ccccc2s1)C(=O)Nc1cc(C)on1 (configuration not stated)
    -28%[46.1 µM], 8%, 17%, -1.2%, 3%, u, -4%
CCOC(=O)c1sc(Nc2cccc(Cl)c2)nc1C
    23%, 1%, x, 0.4%, x, x, -5%
COc1ccccc1NS(=O)(=O)c1ccc(O)c(C(N)=O)c1
    -2%[46.1 µM], 7%, 10%[38.3 µM], 9.5%, 6%, 0%, -1%
CCOC(=O)c1ccc(Nc2nc(C)cc(=O)[nH]2)cc1
    -9%[46.1 µM], 3%, -1%[38.3 µM], 4.5%, -1%, -2%, -4%
Cn1c(=O)c2c(nc(SCC(=O)Nc3ccccc3N3CCCCC3)n2C)n(C)c1=O
    -22%[46.1 µM], 3%, 59%[activator][38.3 µM], 2.0%, 0%, -1%, 1%
COc1ccc(S(=O)(=O)N=Nc2c(O)[nH]c3ccccc23)cc1
    13%, -1%, 2%, -0.3%, -1%, x, 3%
COc1cc2c(cc1C1NC(=S)NC(C)=C1C(=O)N(C)C)CCCC2 (configuration not stated)
    7%, 3%, -1%, 1.1%, 1%, u, 1%
Cc1nc2scc(-c3ccc(Cl)cc3)c2c(=O)o1
    -16%[46.1 µM], 0%, 25%[38.3 µM], -1.8%, 1%, -10%, -4%
Cc1nc(-c2ccc(NC(=O)C3CCCCC3)cc2)cs1
    -5%[46.1 µM], 0%, 20%[38.3 µM], 0.0%, 10%, -6%, -2%
CC(C)C(=O)Nc1cccc(NC(=O)c2cc3ccccc3o2)c1
    -5%[46.1 µM], 10%, 22%[38.3 µM], 0.0%, -2%, -14%, -5%
O=C1C=CC(=O)c2c(O)c(Cl)c(Cl)c(O)c21
    x, x, 113%[activator], 0.1%, -9%, u, u
Cc1nc2sc(-c3ccccc3)cc2c(=O)n1/N=C/N(C)C
    7%, 0%, 2%, 18%, -7%, x, 7%
COc1ccc(CNC(=S)Nc2ccccc2C)cc1
    -9%[46.1 µM], 2%, 24%[38.3 µM], -1.0%, 19%, 2%, 1%
CC(=O)Oc1c(C)cc(OCC(O)CNC(C)C)c(C)c1C (configuration not stated)
    x, -4%, 6%, -0.1%, -2%[39.9 µM], u, -7%
O=C1C2CC=C(Cl)CC2C(=O)N1CN(Cc1ccco1)CN1C(=O)C2CC=C(Cl)CC2C1=O (configuration not stated)
    2%[46.1 µM], u, -15%[38.3 µM], -0.7%, 2%, 4%, -14%

New compounds follow:
Value order: NPSR antag, CBFb RUNX1 block, IMPase Li inh, Epigenetic derep, Luc counter, LMNA splice mod, aGal spleen mod
O=C(Nc1ccc(S(=O)(=O)NCCc2ccccc2)cc1)c1ccc(Br)o1
    u, -2%, 6%[38.3 µM], 2.3%, 4%, -4%, -1%
C/C(=C\C(=O)c1ccc(Br)cc1)NCc1ccc2c(c1)OCO2
    -11%[46.1 µM], 4%, 2%[38.3 µM], -1.2%, 1%, 18%, 0%
CN(C)c1cc(-c2ccc(Cl)c(Cl)c2)oc(=O)c1Cl
    u, 8%, x, 1.1%, x, x, -4%
CCOc1ccc(NC(=O)CSc2nnc(-c3ccccc3Cl)n2Cc2ccco2)cc1
    -28%[46.1 µM], -29%, x, -3.4%, x, u, 13%
CCc1nnc(NC(=O)c2ccc(-c3cc(C(F)(F)F)ccc3Cl)o2)s1
    -18%[46.1 µM], -1%, 2%[38.3 µM], -1.2%, -3%, -2%, -2%
CC1=CC(C)(C)N=C(NC#N)N1
    -11%[46.1 µM], 7%, 7%[38.3 µM], -1.1%, 1%, 7%, -3%
Cc1ccn2c(Nc3ccc4c(c3)OCO4)c(-c3ccc(O)cc3)nc2c1
    -21%, u, x, -1.2%&0.3%, x, x, 3%
CCN(CC)S(=O)(=O)c1cccc2cc(C(=O)O)c(O)cc12
    11%[46.1 µM], 6%, u, -0.7%, -2%, 0%, -5%
Oc1cccc2ccc(Nc3ccccn3)nc12
    -6%[46.1 µM], x, 51%[activator][38.3 µM], -1.1%, -3%, u, -1%
CN(c1ccc(OCC(=O)OCC(=O)Nc2cccc([N+](=O)[O-])c2)cc1)S(=O)(=O)c1ccc(F)cc1
    10%, -5%, -2%, 0.1%, 0%, u, 3%
O=C1CC(c2cccc([N+](=O)[O-])c2)c2cc3c(cc2N1)CCC3 (configuration not stated)
    -17%, -18%, 1%, -0.2%, 0%, 22%[46 µM], 1%
CC(C)CNC(CC(=O)Nc1cccc([N+](=O)[O-])c1)C(=O)O (configuration not stated)
    10%, -6%, 1%, 0.0%, -2%, -7%, -27%
Cc1cc2ccccc2n1CCNC(=O)c1ccc(S(=O)(=O)N2CCCCC2)cc1
    9%[46.1 µM], -10%, 10%[38.3 µM], 6.7%, -1%, u, -2%
CC1CCc2nc(NC(=O)CSc3nc4ccccc4o3)sc2C1 (configuration not stated)
    -22%[46.1 µM], 9%, 31%[activator][38.3 µM], -2.1%, -2%, u, -8%
O=C(NCc1ccco1)c1cccc(S(=O)(=O)N2CCCCC2)c1
    -3%[46.1 µM], 8%, -3%, -0.8%, 0%, -16%, -2%

(cont.)
Value order: NPSR antag, CBFb RUNX1 block, IMPase Li inh, Epigenetic derep, Luc counter, LMNA splice mod, aGal spleen mod
CCOC(=O)NN1C(=O)c2ccccc2NC1c1ccccc1F (configuration not stated)
    9%, 0%, -3%, -5.8%, -1%, x, 8%
O=S(=O)(c1ccccc1)N1CCC2(CCN(c3ccc(-c4ccccc4)cc3)CC2)CC1
    x, x, 1%, x, -1%, x, -2%
CCNc1nc(N)nc(Oc2ccc(OCCOc3ccccc3)nn2)n1
    -3%[46.1 µM], 1%, 8%[38.3 µM], 1.0%, 5%, -8%, 1%
CCCCC(=O)Nc1ncc2c(n1)CC(C)(C)CC2=O
    0%[46.1 µM], 5%, -3%[38.3 µM], -0.9%, -1%, -4%, 4%
S=C(NC1CCCCC1)NC1CC2CCC(C1)N2Cc1ccccc1 (configuration not stated)
    -25%, 2%, 18%, 0.1%, -1%, 16%[46 µM], -4%
Cc1ccnc(-n2c(C)cc(/C=N/NC(=O)COc3cccc4cccnc34)c2C)c1
    5%, -3%, x, 0.3%, x, x, 2%
N#CCCn1c(=O)c(-c2ccc(Cl)cc2)nc2cnc(Oc3ccccc3)nc21
    x, x, u, x, x, 7%, 3%
COc1ccccc1/C=N/OC(=O)c1ccc(C)cc1
    -24%, 25%, 18%, 1.5%, -1%, x, -1%
Cc1onc(-c2ccccc2)c1-c1csc(N/N=C/c2ccccc2)n1
    30%, 8%, x, -0.3%, x, x, 1%
C=CCNC(=O)NC(=O)COC(=O)/C(C#N)=C/c1ccc(OC)cc1
    3%, 5%, 1%, -0.1%, 0%, -3%[9.22 µM], 4%
O=C(COc1ccc(Cl)cc1Cl)N(c1ccccn1)C1CCCCC1
    -41%, 16%, 12%, -1.9%, -2%, u, 3%
COC(=O)c1ccccc1NC(=O)C1CCC(=O)N1S(=O)(=O)c1ccc(C)cc1 (configuration not stated)
    -4%[46.1 µM], 3%, -6%[38.3 µM], -1.2%, -6%, 0%, -20%
NC(=S)N/N=C/c1coc2ccc(O)cc2c1=O
    18%, -9%, x, 0.9%, x, x, -6%
O=C1NC(=S)S/C1=C\c1coc2ccccc2c1=O
    -33%, 5%, -2%, 12%, -2%, x, -3%
CN(c1ccccc1)S(=O)(=O)c1cccc(NC(=O)CSc2nnc(N)s2)c1
    -2%, -7%, 5%, 3.0%, -6%, u, -3%

(list continues)
Value order: NPSR antag, CBFb RUNX1 block, IMPase Li inh, Epigenetic derep, Luc counter, LMNA splice mod, aGal spleen mod
O=C(N/N=C/c1cc(Cl)cc([N+](=O)[O-])c1O)C1CC1
    26%, -20%, x, 1.1%, x, u, 0%
S=C(NCc1ccc2c(c1)OCO2)NCc1ccco1
    -1%, 5%, 4%, 0.3%, -1%, x, -13%
CC(C)N(O)C(=O)NC(C)(C)C
    0%[46.1 µM], 7%, 17%[38.3 µM], -6.3%, 2%, -8%, 9%
O=c1cc(CN2CCN(c3cccc(C(F)(F)F)c3)CC2)nc2sccn12
    20%, 0%, x, -3.6%, x, x, -4%
COc1ccc(NC(=O)c2n[nH]c(=O)c3ccccc23)cc1S(=O)(=O)N1CCCCC1
    -7%[46.1 µM], 4%, 7%, 0.0%, 2%, -14%, -2%
O=C(Nc1cccc(O)c1)c1ccccc1[N+](=O)[O-]
    -7%, 4%, 3%, -11%, 7%, x, 0%
COc1cc(SC)ccc1C(=O)N(Cc1ccccc1)c1ccccn1
    12%, 17%, x, 0.0%, x, x, -4%
CCCCCCCCCCCCCC(=O)N[C@H](C)[C@@H](O)c1ccccc1
    x, 4%&-2%, -8%&12%, 0.0%&0.0%, 0%, x, -15%&1%
O=C(c1ccc(Cl)c(S(=O)(=O)N2CCOCC2)c1)N(c1ccccn1)C1CCCCC1
    -13%, 5%, 6%, -2.3%, 5%, x, 0%
O=C(OCC(=O)N1CCCc2ccccc21)c1ccc(Br)o1
    -6%[46.1 µM], -1%, -3%[38.3 µM], -3.5%, -1%, 10%, 1%
CCOc1ccc(NC(=O)Nc2ccccc2C(N)=O)cc1
    4%, 3%, 6%, -6.3%, 7.1µM*, x, 4%
O=C(Cc1ccccc1)O/N=C1\CCCc2ccccc21
    6%, -12%, -7%, -1.4%, -11%, 6%[46 µM], -7%
CCn1c(CSc2nnc(-c3ccc4c(c3)OCO4)o2)nc2cc(S(=O)(=O)N(C)C)ccc21
    -17%[46.1 µM], 2%, 22%[38.3 µM], -2.1%, 3%, -12%, 4%
CC(C)(C)N/N=C/c1c(O)n(-c2ccc(Cl)cn2)c(=O)c2ccccc12
    -8%, 4%, 2%, -0.9%, 0%, u, -2%
COC(=O)C(CC(C)C)NC(=O)/C=C/c1ccc(Cl)cc1 (configuration not stated)
    -12%, 3%, 14%, 1.1%, 0%, 12%[46 µM], -10%
O=C(O)CCN1C(=O)c2ccc(NC(=O)CSc3ccccc3)cc2C1=O
    15%, -4%, -4%, -2.9%, 5%, -11%, 1%
